MITF inh: MITF inhibitors, primary screen, biochemical, AlphaScreen, human. Microphthalmia-associated transcription factor (Homo sapiens), O75030. AlphaScreen MITF homodimerization, bead proximity signal. inhibition, % at 2.6 µM. actives 0.91% (n = 650,000). AID 1259374, 2018; in the data active means inhibition above about 50%;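 further: 0% = vehicle wells with protein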
GPR151 activ: activators of human GPR151, primary screen, cell-based, PathHunter beta-arrestin, luminescence. actives 1% (n = 650,000). PathHunter beta-arrestin GPR151 cells. activation, % at 11.2 µM. G-protein coupled receptor 151 (Homo sapiens), Q8TDV0. AID 1508602, 2020; in the data active means activation above about 4.9%;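 further: 0% = median of compound wells and 100% = cells with positive control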
Target sequence (Q8TDV0 whole entry, looked up): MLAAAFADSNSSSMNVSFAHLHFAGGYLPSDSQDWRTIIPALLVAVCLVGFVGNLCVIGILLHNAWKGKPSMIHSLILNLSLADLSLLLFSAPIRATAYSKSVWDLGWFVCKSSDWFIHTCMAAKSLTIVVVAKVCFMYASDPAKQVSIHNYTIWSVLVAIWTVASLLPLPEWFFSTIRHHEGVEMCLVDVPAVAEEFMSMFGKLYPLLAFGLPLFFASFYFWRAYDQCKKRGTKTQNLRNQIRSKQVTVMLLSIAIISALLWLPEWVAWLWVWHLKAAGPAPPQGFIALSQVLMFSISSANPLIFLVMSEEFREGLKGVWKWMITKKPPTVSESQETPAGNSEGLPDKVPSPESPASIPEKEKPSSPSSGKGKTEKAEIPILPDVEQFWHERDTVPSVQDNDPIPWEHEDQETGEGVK
FBW7 activator: FBW7 E3 ligase activators, primary screen, biochemical, AlphaScreen, human; AID 1259310, 2017; actives 0.13% (n = 650,000); AlphaScreen FBW7–phospho-cyclin E peptide binding, activator screen; normalized activity (activation), % at 26.1 µM; in the data active means normalized activity above about 1.9%;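 further: purified mutant Fbw7 with reduced substrate affinity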
Target sequence (Q969H0 whole entry, looked up): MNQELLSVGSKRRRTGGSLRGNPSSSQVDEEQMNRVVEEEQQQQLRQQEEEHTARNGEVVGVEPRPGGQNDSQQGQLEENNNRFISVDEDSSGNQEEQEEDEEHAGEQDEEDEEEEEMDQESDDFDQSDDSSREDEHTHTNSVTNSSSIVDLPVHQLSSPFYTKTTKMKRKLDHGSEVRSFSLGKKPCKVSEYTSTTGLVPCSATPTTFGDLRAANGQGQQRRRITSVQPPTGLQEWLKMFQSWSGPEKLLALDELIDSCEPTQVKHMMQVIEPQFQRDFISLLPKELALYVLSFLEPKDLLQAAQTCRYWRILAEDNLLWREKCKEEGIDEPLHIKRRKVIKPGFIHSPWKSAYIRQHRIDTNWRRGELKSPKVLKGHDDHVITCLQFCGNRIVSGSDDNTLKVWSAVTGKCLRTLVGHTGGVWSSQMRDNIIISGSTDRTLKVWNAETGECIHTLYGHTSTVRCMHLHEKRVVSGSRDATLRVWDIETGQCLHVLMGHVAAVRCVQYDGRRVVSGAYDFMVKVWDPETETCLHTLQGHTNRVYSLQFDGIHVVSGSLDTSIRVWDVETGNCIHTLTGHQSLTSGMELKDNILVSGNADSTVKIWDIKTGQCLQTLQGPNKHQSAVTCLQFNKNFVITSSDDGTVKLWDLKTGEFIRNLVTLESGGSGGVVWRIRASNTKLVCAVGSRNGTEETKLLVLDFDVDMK
TEAD-YAP block: TEAD-YAP interaction inhibition, primary screen, TEAD-YAP interaction inhibitor project, luminescence, HEK-TIYL cells; TEAD-Gal4/YAP UAS-luciferase luminescence; inhibition, % at 9.12 µM; actives 1.4% (n = 640,000); AID 1259422, 2018; in the data active means inhibition above about 32%;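 further: 0% = median of test compound wells and 100% = reference inhibitor wells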
The depositor's hits bear a star; · = not tested or not shown.

The opening 16 compounds, ahead of the listing:
Each structure is followed by: MITF inh | GPR151 activ | FBW7 activator | TEAD-YAP block
> O=C(NC(=O)c1cccc(Cn2cc(C(F)(F)F)ccc2=O)c1)NC1CC1
 : 13 | 0.4 | 0.0 | 0
> COc1cc(/C=N/Nc2nc(=O)[nH]nc2C)cc(Br)c1O
 : 28 | -0.5 | 0.0 | -22
> C=CCc1ccccc1OCCCCN1CCN(C)CC1
 : 57* | -0.3 | -0.1 | -4
> CCc1nnc(NS(=O)(=O)c2ccc(NC(=O)CSC3NC(=O)C(C#N)=C(c4ccccc4)N3)cc2)s1 (stereo unspecified)
 : 12 | -0.6 | -0.1 | -7
> CC(C)(C)c1nnc2sc(SCC(=O)NCc3cccs3)nn2c1=O
 : 6 | 0.1 | 0.2 | -14
> COc1ccc(C(=O)N2CCN(S(=O)(=O)c3ccc(NC(C)=O)cc3)CC2)cc1
 : 12 | -0.8 | 0.0 | 13
> O=C1CC(N2CCN(c3ccc(O)cc3)CC2)C(=O)N1c1ccc(Br)cc1 (stereo unspecified)
 : 8 | 0.7 | 0.6 | -1
> CCN(CC)S(=O)(=O)c1ccc2nnn(O)c2c1
 : 9 | -1.1 | 0.5 | 11
> O=C(Nc1ccccc1[N+](=O)[O-])c1ccc(C2CCCCC2)cc1
 : 23 | 3.7 | -0.3 | -23
> COc1ccc(-n2c(=S)[nH]c3cc(C(=O)NCc4cccnc4)ccc3c2=O)c(OC)c1
 : -2 | -1.5 | 0.0 | -1
> CC(=O)OC[C@H]1O[C@@H](Oc2ccc([N+](=O)[O-])cc2)[C@H](OC(C)=O)[C@@H](OC(C)=O)[C@H]1OC(C)=O
 : 10 | 0.9 | 0.1 | 18
> Cc1cc(C)c2c(N)c(C(=O)Nc3ccc(OC(C)C)cc3)sc2n1
 : 12 | 1.4 | 0.3 | -1
> C=CCOc1nc2ccc(C)cc2cc1CNCCn1ccnc1
 : 4 | -0.3 | 0.0 | -3
> COc1ccc(N2CCCS2(=O)=O)cc1NC(C)=O
 : -4 | -0.9 | -0.1 | 5
> COc1ccc(N2CC(C(=O)OCC(=O)Nc3cccc(C)c3)CC2=O)cc1 (stereo unspecified)
 : 3 | 0.4 | -0.1 | 2
> O=C(N/C(=C/c1cccc([N+](=O)[O-])c1)C(=O)N1CCCCCC1)c1ccco1
 : 7 | 2.8 | 0.8 | -5

The listing, from the start:
Each structure is followed by: MITF inh | GPR151 activ | FBW7 activator | TEAD-YAP block
> O=C(NC(=O)c1cccc(Cn2cc(C(F)(F)F)ccc2=O)c1)NC1CC1
 : 13 | 0.4 | 0.0 | 0
> COc1cc(/C=N/Nc2nc(=O)[nH]nc2C)cc(Br)c1O
 : 28 | -0.5 | 0.0 | -22
> C=CCc1ccccc1OCCCCN1CCN(C)CC1
 : 57* | -0.3 | -0.1 | -4
> CCc1nnc(NS(=O)(=O)c2ccc(NC(=O)CSC3NC(=O)C(C#N)=C(c4ccccc4)N3)cc2)s1 (stereo unspecified)
 : 12 | -0.6 | -0.1 | -7
> CC(C)(C)c1nnc2sc(SCC(=O)NCc3cccs3)nn2c1=O
 : 6 | 0.1 | 0.2 | -14
> COc1ccc(C(=O)N2CCN(S(=O)(=O)c3ccc(NC(C)=O)cc3)CC2)cc1
 : 12 | -0.8 | 0.0 | 13
> O=C1CC(N2CCN(c3ccc(O)cc3)CC2)C(=O)N1c1ccc(Br)cc1 (stereo unspecified)
 : 8 | 0.7 | 0.6 | -1
> CCN(CC)S(=O)(=O)c1ccc2nnn(O)c2c1
 : 9 | -1.1 | 0.5 | 11
> O=C(Nc1ccccc1[N+](=O)[O-])c1ccc(C2CCCCC2)cc1
 : 23 | 3.7 | -0.3 | -23
> COc1ccc(-n2c(=S)[nH]c3cc(C(=O)NCc4cccnc4)ccc3c2=O)c(OC)c1
 : -2 | -1.5 | 0.0 | -1
> CC(=O)OC[C@H]1O[C@@H](Oc2ccc([N+](=O)[O-])cc2)[C@H](OC(C)=O)[C@@H](OC(C)=O)[C@H]1OC(C)=O
 : 10 | 0.9 | 0.1 | 18
> Cc1cc(C)c2c(N)c(C(=O)Nc3ccc(OC(C)C)cc3)sc2n1
 : 12 | 1.4 | 0.3 | -1
> C=CCOc1nc2ccc(C)cc2cc1CNCCn1ccnc1
 : 4 | -0.3 | 0.0 | -3
> COc1ccc(N2CCCS2(=O)=O)cc1NC(C)=O
 : -4 | -0.9 | -0.1 | 5
> COc1ccc(N2CC(C(=O)OCC(=O)Nc3cccc(C)c3)CC2=O)cc1 (stereo unspecified)
 : 3 | 0.4 | -0.1 | 2
> O=C(N/C(=C/c1cccc([N+](=O)[O-])c1)C(=O)N1CCCCCC1)c1ccco1
 : 7 | 2.8 | 0.8 | -5
> COc1cccc(NC(=O)C2CCCN2C(=O)OCc2ccccc2)c1 (stereo unspecified)
 : 19 | 0.6 | 0.2 | 4
> Cc1cc(Br)cn2cc(C(=O)NN)nc12
 : 3 | -0.4 | 0.0 | -1
> CC(/C=N/NC(=O)c1ccccc1)=N\NC(=O)c1ccccc1
 : 0 | 0.4 | -0.1 | -66
> O=C(Nc1nc2ccc(Cl)cc2s1)c1ccc(S(=O)(=O)N2CCOCC2)cc1
 : 7 | -0.5 | 0.0 | 8
> COc1ccc(/C=C/C(=O)N2c3ccccc3C(C)(c3ccc(C)cc3)CC2(C)C)c(OC)c1 (stereo unspecified)
 : 7 | 1.6 | -0.1 | -7
> CCOC(=O)c1c(NC(=O)CSc2nnc(CNC(=O)c3ccco3)n2-c2ccccc2OC)sc2c1CCCCC2
 : -3 | -0.5 | -0.1 | 6
> CCOC(=O)C(=O)/C=C(\O)c1ccc(C)cc1
 : 12 | 0.2 | -0.1 | 1
> Cc1ccc(Nc2ccc(NC(=O)Cc3ccccc3)cc2)nn1
 : 5 | 0.7 | 0.0 | 8
> CSCCNC(=O)c1cccc(OC2CCN(S(C)(=O)=O)CC2)c1
 : 2 | -0.1 | 0.1 | -1
> CCOc1cccc(-c2nnc(NC(=O)C34CC5CC(CC(C5)C3)C4)s2)c1
 : 4 | 0.8 | 0.1 | -5
> O=C1OC2(CCCCC2)OC1c1ccccc1 (stereo unspecified)
 : -8 | -1.3 | 0.0 | -14
> COCCn1nnnc1CN(Cc1cccs1)Cc1cc2ccc(C)c(C)c2[nH]c1=O
 : 15 | 0.7 | -0.1 | -7
> CC1(C)CC(=O)C2=C(C1)N(c1ccc(S(N)(=O)=O)cc1)C(N)=C(C#N)C2c1ccco1 (stereo unspecified)
 : -9 | 0.3 | -0.1 | 8
> COc1cccc2sc(NC(=O)c3ccc(Cc4ccccc4)cc3)nc12
 : 8 | -1.7 | 0.2 | -2
> CN(C)c1ccc(C2Oc3ccccc3C3CC(c4ccccc4)=NN32)cc1 (stereo unspecified)
 : 16 | -1.0 | 0.1 | -24
> COCCCNc1nc2nonc2nc1N(C)CCCN1CCCCC1
 : 10 | 1.9 | 0.0 | -4
> COC(=O)C1=C(C)NC(=S)NC1c1ccc(C(C)(C)C)cc1 (stereo unspecified)
 : -17 | -0.2 | 0.0 | 0
> Fc1ccc(-c2cnn3c(NCc4cccs4)ccnc23)cc1
 : -10 | 0.1 | -0.6 | -47
> Cc1cc(C)c(-c2csc(NC(=O)c3ccc(F)cc3)n2)c(C)c1
 : 17 | -1.2 | -0.1 | 31
> Cc1ccc(S(=O)(=O)NCCC(=O)NCCc2ccccc2Cl)cc1
 : 1 | -0.5 | 0.6 | 1
> CCn1c(C)[n+](CC)c2ccc(C(=O)N(C)C)cc21
 : 4 | 1.4 | 0.0 | 6
> Cc1csc(NC(=O)c2cc(Br)c(Br)s2)n1
 : 12 | -1.5 | 0.4 | -42
> COc1ccc(/C=C2\N=C(c3ccc(Cl)cc3Cl)OC2=O)c(OC)c1OC
 : -3 | -1.4 | -0.1 | -6
> Clc1ccc(OCCn2ccnc2)c(Br)c1
 : 21 | -1.8 | -0.1 | -10
> COc1ccccc1CNC(=O)CN1C(=O)COc2cc(S(=O)(=O)NC(C)C)ccc21
 : 0 | -2.4 | -0.1 | 1
> CC(c1ccccc1)C1CC(=O)N(c2ccc(Cl)cc2)C1=O (stereo unspecified)
 : 12 | 0.7 | 0.3 | 2
> COc1cc([N+](=O)[O-])ccc1N=Cc1c(O)[nH]c(=O)[nH]c1=O
 : 31 | 1.5 | -0.2 | 7
> COc1ccc(-n2c(SC)nc3sc4c(c3c2=O)CC(C)(C)OC4)cc1
 : 5 | -0.6 | 0.1 | 5
> CCc1ccc(Oc2coc3cc(OCC(=O)OC4CCCCC4)ccc3c2=O)cc1
 : 1 | -0.6 | -0.1 | 2
> O=C1NC(c2ccc(O)cc2)Nc2sc3c(c21)CCN(Cc1ccccc1)C3 (stereo unspecified)
 : -6 | -1.8 | 0.1 | 3
> CCOC(=O)Nc1sc(C(=O)OC(C)C)c(C)c1C(=O)OC(C)C
 : 2 | -0.9 | -0.2 | -5
> COc1cccc(N=C2SC(C(=O)Nc3ccc(C)c(Cl)c3)CC(=O)N2C)c1 (stereo unspecified)
 : -3 | -0.9 | 0.3 | 6
> COc1ccc2c(=O)c(C(=O)O)c[nH]c2c1
 : 21 | -1.6 | -0.6 | 2
> COC(=O)c1nnn(CC(=O)Nc2ccc3c(c2)OCO3)c1C(=O)OC
 : 30 | 1.4 | 0.7 | 3

Continuation.
Each structure is followed by: MITF inh | GPR151 activ | FBW7 activator | TEAD-YAP block
> C=C(COC)C1=CCC(C(=O)OC)(C(=O)OC)[C@@H](C[N+](=O)[O-])c2ccccc21
 : 7 | -2.3 | 0.1 | ·
> COc1ccc(Oc2coc3cc(OCC(=O)OCc4ccccc4)ccc3c2=O)cc1
 : 42 | -0.4 | -0.1 | 0
> CC(=O)N(Cc1ccco1)C1(C(=O)NC2CCCC2)CCCCC1
 : 4 | -0.8 | 0.2 | 11
> COCCn1cnnc1SCC(=O)O
 : 20 | -2.1 | 0.5 | 7
> CCCn1c(=O)c(C(=O)NCCN(CC)CC)c(O)c2cc(Br)ccc21
 : 5 | -0.4 | 0.0 | -15
> Oc1cccc(-c2cnn3c(NCCCN4CCOCC4)ccnc23)c1
 : 12 | 0.7 | 0.1 | -5
> CC/C(=N/O)C(=O)c1ccc(Br)cc1
 : 13 | -1.5 | 0.3 | -10
> CCc1oc(C(=O)N2CCCCC2c2nc3ccccc3[nH]2)cc1CN1CCOCC1 (stereo unspecified)
 : 12 | -0.6 | 0.1 | 5
> CC1=NN(c2cc(C)cc(C)c2)C(=O)C1
 : 7 | -0.4 | 0.2 | 3
> C=CCNC(=O)/C(=C/c1cccc([N+](=O)[O-])c1)c1ccccc1
 : 4 | -0.3 | 0.3 | -8
> O=C(Nc1ccc(F)cc1)c1ccccc1N1C(=O)c2ccccc2C1=O
 : -2 | -2.4 | 0.0 | -42
> CCOCCCNc1nc2cc(OC)c(OC)cc2c2nc(-c3ccccc3)nn12
 : 5 | 0.1 | -0.1 | 10
> CCSC1=C(C#N)C(c2ccc(Cl)cc2)C2=C(CCCC2=O)N1 (stereo unspecified)
 : 12 | -0.2 | 0.1 | 7
> COc1cccc(S(=O)(=O)Nc2ccc(C(=O)O)cc2)c1
 : 10 | -0.6 | 0.6 | 0
> CC(C)(C)NC(=O)c1nn2c(c1Cl)NC(c1ccccc1)CC2C(F)(F)F (stereo unspecified)
 : -6 | -0.7 | 0.2 | 5
> CC(C)(CO)N=Cc1c(O)[nH]c2ccccc12
 : 4 | 0.4 | 0.1 | 2
> Cc1ccc(C23CC4CC(CC(C(=O)Nc5cc(C)on5)(C4)C2)C3)cc1
 : 9 | 0.5 | 0.2 | -3
> COc1c(Cl)cc(Br)cc1/C=C1/C(=O)N(C)C(=S)N1C
 : 9 | 0.2 | -0.7 | -2
> Cc1ccc(CNc2ncnc3c2c(-c2ccccc2)cn3-c2ccc(C)c(Cl)c2)cc1
 : -1 | -2.5 | 0.2 | -7
> CC(=O)Nc1cccc(-c2nnc(SCC(=O)Nc3cccc(Cl)c3)n2C)c1
 : 6 | -0.6 | 0.1 | 2
> CCN(CC)C(=O)[C@@H]1C[C@@H](NC2C3CC4CC(C3)CC2C4)CN1Cc1cccnc1 (stereo partly specified)
 : 10 | 1.8 | 0.2 | -5
> CCOc1ccc(NC(=O)CSc2nnc(-c3cccn(C)c3=O)n2CC)cc1
 : -9 | 0.2 | 0.0 | 6
> CC1(C)C(N(O)C(=O)Nc2cccc3ccccc23)N(c2cccc3ccccc23)C(=O)N1CCC1=CCCCC1 (stereo unspecified)
 : 17 | -0.5 | 0.7 | 18
> Cc1nn2c(NCCCO)c3c(nc2c1-c1ccc(F)cc1)CCC3
 : 0 | 1.7 | 0.0 | -1
> CCOC(=O)c1[nH]nc(C(=O)c2ccc(Br)cc2)c1O
 : 16 | -2.2 | 0.6 | -10
> CC(Oc1cccc(Cl)c1)c1nc(-c2ccccn2)no1 (stereo unspecified)
 : -5 | 3.7 | -0.1 | -46
> CC(=O)c1ccc(-c2ccc(NCC(F)(F)F)nc2)s1
 : 2 | -0.7 | 0.0 | -70
> Cc1ccc(CNC(=O)c2ccc([N+](=O)[O-])cc2)cc1
 : 6 | 3.9 | -0.1 | -9
> COc1ccc(CNC(=O)CCCn2c(SCc3cccc([N+](=O)[O-])c3)nc3cc4c(cc3c2=O)OCO4)cc1
 : -5 | -0.7 | 0.0 | -8
> CC(=O)Nc1ccc2nc(SCC(=O)Nc3nccs3)sc2c1
 : 8 | -0.4 | 0.2 | -16

Screens as filed in PubChem BioAssay.
